# Source: PubChem
# TLR9-MyD88 inh: TLR9-MyD88 interaction inhibition. Q9NR96+Q99836. CHO BLA complementation TLR9-MyD88, CCF4 FRET ratio. inhibition, % at 4.98 µM. 0.21% of 340,000 active;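 active = inhibition above the mean over all tested compounds plus 3 SD, cut at about 21% in these data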;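 note: 0% = DMSO only wells and 100% = clavulanate BLA inhibitor control wells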
# Target sequence (Q99836 whole entry, looked up): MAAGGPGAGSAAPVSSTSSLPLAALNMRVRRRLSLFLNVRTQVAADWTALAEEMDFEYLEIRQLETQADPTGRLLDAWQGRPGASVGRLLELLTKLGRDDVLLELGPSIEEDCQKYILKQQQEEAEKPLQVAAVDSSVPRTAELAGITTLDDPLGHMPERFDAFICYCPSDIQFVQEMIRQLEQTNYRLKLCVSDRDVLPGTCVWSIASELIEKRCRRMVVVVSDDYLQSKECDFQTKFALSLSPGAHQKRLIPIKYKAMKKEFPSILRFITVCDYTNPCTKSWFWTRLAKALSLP
# Target sequence (Q9NR96 whole entry, looked up): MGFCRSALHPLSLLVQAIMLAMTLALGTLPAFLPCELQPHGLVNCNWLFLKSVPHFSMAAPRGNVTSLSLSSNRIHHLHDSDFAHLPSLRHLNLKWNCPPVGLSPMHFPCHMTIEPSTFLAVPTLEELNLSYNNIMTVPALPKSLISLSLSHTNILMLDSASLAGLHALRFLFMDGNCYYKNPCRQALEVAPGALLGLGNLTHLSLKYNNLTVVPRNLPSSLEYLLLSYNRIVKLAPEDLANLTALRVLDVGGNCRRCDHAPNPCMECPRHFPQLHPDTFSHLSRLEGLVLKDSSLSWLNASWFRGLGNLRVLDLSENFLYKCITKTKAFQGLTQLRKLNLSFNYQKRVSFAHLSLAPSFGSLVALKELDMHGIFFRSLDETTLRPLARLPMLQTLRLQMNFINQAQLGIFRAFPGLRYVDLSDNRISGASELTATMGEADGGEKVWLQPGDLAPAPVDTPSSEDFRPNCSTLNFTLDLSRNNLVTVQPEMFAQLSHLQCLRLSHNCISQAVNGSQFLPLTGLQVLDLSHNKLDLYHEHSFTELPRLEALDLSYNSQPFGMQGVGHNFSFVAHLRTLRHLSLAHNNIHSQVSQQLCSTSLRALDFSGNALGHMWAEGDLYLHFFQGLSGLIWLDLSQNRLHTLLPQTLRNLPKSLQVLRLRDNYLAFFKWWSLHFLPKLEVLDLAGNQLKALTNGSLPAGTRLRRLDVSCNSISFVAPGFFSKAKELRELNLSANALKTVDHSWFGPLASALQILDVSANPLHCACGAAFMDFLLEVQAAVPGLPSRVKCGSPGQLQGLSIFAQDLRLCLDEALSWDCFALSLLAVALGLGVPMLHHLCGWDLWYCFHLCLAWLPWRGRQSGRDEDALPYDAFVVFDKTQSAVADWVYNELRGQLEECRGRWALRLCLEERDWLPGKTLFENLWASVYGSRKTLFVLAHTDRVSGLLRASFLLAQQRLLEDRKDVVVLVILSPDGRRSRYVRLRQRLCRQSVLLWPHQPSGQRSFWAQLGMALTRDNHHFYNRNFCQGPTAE
# m5-HT2A agonist: agonists of mouse serotonin 5-HT2A receptor (HTR2A); P35363; 0.66% of 360,000 active; CHO-K1 mHTR2A beta-arrestin complementation, luminescence; percent of 30 µM serotonin response; activation, % at 7.6 µM; AID 624169;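 active = activation above a run cutoff, the mean activation of all tested compounds plus 3 SD, cut at about 14% in these data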;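 note: 0% = plate median of compound wells and 100% = 30 µM serotonin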
# ABCB6 inh 2: blocks the human ABCB6 transporter; Q9NP58; K562-ABCB6 porphyrin accumulation, flow cytometry, 1 h; stronger effect = lower value; fluorescence ratio to DMSO, % at 10 µM; 0.19% of 360,000 active;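 active = fluorescence ratio to DMSO below 75%, the collection mean minus 3 SD; inconclusive = too few cells collected in the well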;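 note: signal is porphyrin accumulated inside mitochondria; 100% equals median channel fluorescence of DMSO control wells; lower ratio means ABCB6 inhibition with less porphyrin fluorescence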
# MC4R antag cAMP: blocks human MC4R cAMP signaling. MC4R-expressing cells, MTII-stimulated cAMP, LANCE TR-FRET. inhibition, % at 6.5 µM. 0.48% of 360,000 active;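 active = inhibition above its plate's cutoff, the mean of tested wells on that plate plus 3 SD, cut at about 29% in these data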;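 note: 0% = Melanotan II alone and 100% = Melanotan II plus saturating MCL0020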
#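 Assay system: U2OS cells stably expressing human melanocortin 4 receptor (MC4R) / Dosing: 6.5 µM / Timing: compound 30 min, challenge 1 h, detection 1 h / Measured by: Eu-cAMP/anti-cAMP TR-FRET, emission 671 nm / Replicates: singlicate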
# NOD2-RIPK2 inh: blocks binding of human NOD2 to RIPK2; O43353; CHO BLA complementation NOD2-RIPK2, CCF4 ratio; inhibition, % at 4.98 µM; 0.38% of 360,000 active; in the data active = inhibition above about 21%;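 note: 0% = vehicle only and 100% = reference blocker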
# Cardio protect: myocardial damage modulation in H9c2 cells; AID 588492; protection from H2O2 cell death, % at 20 µM; H9c2 cardiomyocytes, H2O2 injury protection, ATPLite, 2 h; 0.63% of 360,000 active;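 active = compounds giving at least 50% protection of heart cells from peroxide-induced death in the single-dose screen, raw or plate-pattern-corrected value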;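 note: 0% = DMSO wells with peroxide and 100% = DMSO wells without peroxide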
# ABHD5-PLIN5 inh: ABHD5-PLIN5 protein interaction inhibition; Q00G26+Q8WTS1; Split G. princeps luciferase complementation, luminescence, 4 h; inhibition, % at 4 µM; 0.78% of 360,000 active; AID 602281;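 active = inhibition above the mean inhibition across every tested compound plus 3 SD, cut at about 22% in these data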;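 note: 0% = DMSO only wells and the 100% control is not disclosed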
# Glyco luc inh: N-linked glycosylation inhibition. D54 ERlucT glycosylation luciferase reporter, 24 h; percent of 100 nM tunicamycin response. reporter increase, % at 12.5 µM. 0.23% of 360,000 active. AID 588692;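 active = mean luciferase reporter signal, scaled so untreated is 0 and the glycosylation-blocking control 100, at or above a set limit in every replicate; inconclusive = mean reaches the limit but not every replicate does; inactive = mean below the limit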;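 note: luciferase carries N-glycosylation sites so blocking glycosylation raises the light; 0% = median of neutral control wells and 100% = median of 100 nM tunicamycin wells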
# MC4R barr agon: agonists of human melanocortin 4 receptor (MC4R) beta-arrestin | 0.98% of 360,000 active | activation, % at 8.9 µM | P32245 | U2OS MC4R beta-arrestin complementation, luminescence; percent of melanotan II response, DMSO zero;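 active = activation above a per-plate cutoff, the mean activation of sample wells on that plate plus 3 SD, cut at about 8% in these data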
# NCOA2 inhibitor: inhibits human steroid receptor coactivator 2; 0.17% of 370,000 active; AID 651957; HEK293 GAL4-SRC2 luciferase reporter, luminescence; inhibition, % at 9 µM;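 active = inhibition above the mean inhibition of all tested compounds plus 3 SD, set per campaign, cut at about 52% in these data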;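 note: 0% = DMSO treated cells and 100% = cells given Gossypol at 36 µM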
# An asterisk follows results filed as active; ? = inconclusive; / = not tested or not shown. These rows are one share of the data; count on the stated rates, not on these rows.
SMILES,TLR9-MyD88 inh,m5-HT2A agonist,ABCB6 inh 2,MC4R antag cAMP,NOD2-RIPK2 inh,Cardio protect,ABHD5-PLIN5 inh,Glyco luc inh,MC4R barr agon,NCOA2 inhibitor
CCCC(C)C(=O)Nc1cc([N+](=O)[O-])ccc1F (stereo not given),-4,5,91,-4,3,-4,6,-4,-0.5,9
COCCn1c(N)c(Sc2ccc(C)cc2)c(=O)[nH]c1=O,6,-6,101,13,-3,2,-3,1,-1.1,-30
CCC(=O)Nc1nc2ccccc2n1CCN1CCOCC1,8,1,93,10,-54,-6,-2,1,-3.3,1
CCOC(=O)c1c(C)c(C(=O)NCCN2CCOCC2)c(C)n1C,0,2,112,1,0,5,-4,2,0.7,/
COc1ccc2cc(-c3[nH]ncc3CN3C[C@@H]4CCC[C@H]3C4)ccc2c1,4,-2,97,0,-2,23,23*,0,0.8,-8
Cc1cc(NS(=O)(=O)c2ccc(NC(=S)NC(=O)c3ccccc3)cc2)no1,-2,-1,98,5,-7,-8,-5,6,0.1,-4
O=C1C2C3C=CC(C3)C2C(=O)N1c1cccc(N2C(=O)C3C4C=CC(C4)C3C2=O)n1 (stereo not given),0,0,99,3,-3,0,2,0,0.1,3
COc1ccc(CCC(=O)N2CCN(c3ccc(OC)cc3)CC2)cc1,-2,-7,96,9,-7,2,-2,0,-0.9,10
C=CCN(C(=O)COC(=O)c1cc[n+]([O-])cc1)c1nc(-c2ccccc2)cs1,-19,3,92,-7,-2,-14,6,-2,0.0,-10
Cc1cccc(C(=O)Oc2ccc(/C=N/NC(=O)c3ccncc3)cc2)c1,-8,-2,99,-1,-4,2,-1,-3,0.5,14

# Profiles, quoted from the list:
# CCOC(=O)c1c(C)c(C(=O)NCCN2CCOCC2)c(C)n1C reads TLR9-MyD88 inh = 0; m5-HT2A agonist = 2; ABCB6 inh 2 = 112; MC4R antag cAMP = 1; NOD2-RIPK2 inh = 0; Cardio protect = 5; ABHD5-PLIN5 inh = -4; Glyco luc inh = 2; MC4R barr agon = 0.7; NCOA2 inhibitor = /
# Cc1cc(NS(=O)(=O)c2ccc(NC(=S)NC(=O)c3ccccc3)cc2)no1 reads TLR9-MyD88 inh = -2; m5-HT2A agonist = -1; ABCB6 inh 2 = 98; MC4R antag cAMP = 5; NOD2-RIPK2 inh = -7; Cardio protect = -8; ABHD5-PLIN5 inh = -5; Glyco luc inh = 6; MC4R barr agon = 0.1; NCOA2 inhibitor = -4

# Following part:
SMILES,TLR9-MyD88 inh,m5-HT2A agonist,ABCB6 inh 2,MC4R antag cAMP,NOD2-RIPK2 inh,Cardio protect,ABHD5-PLIN5 inh,Glyco luc inh,MC4R barr agon,NCOA2 inhibitor
Cc1cc(NC(=O)CN2C(=O)[C@@H]3[C@H](C2=O)[C@@H]2C[C@H]3C(Br)C2Br)no1 (stereo not given in full),-2,0,101,10,-1,8,15,0,1.8,23
CN(CC(=O)Nn1cnnc1)S(=O)(=O)c1ccccc1,8,2,100,-2,5,-1,5,1,-2.0,/
COCC(=O)Nc1sc2c(c1C(=O)OC)CCC(C)C2 (stereo not given),-3,1,89,-2,5,-2,-6,1,-1.6,9
Cc1nn(-c2ccccc2)c(C)c1C(=O)OC(C)C(=O)Nc1ccc(C(N)=O)cc1 (stereo not given),-1,-4,102,2,-4,0,-8,-1,1.0,-7
COc1ccc(CCNC(=S)N(C)C)cc1OC,/,4,99,16,-9,1,4,2,0.4,-8
O=C1Nc2ccccc2C(=O)N2c3ccccc3NC(=O)C12 (stereo not given),/,2,97,/,-7,8,4,2,/,-7
O=c1cc(CN2CCCCC2)nc(C2CC2)[nH]1,-4,8,103,8,1,-3,5,3,1.5,6
Cc1ccc(C(=O)/C=C/c2ccc3ncccc3c2)cc1,-13,-1,95,9,4,-10,38*,?,-2.8,10
COC(=O)c1cc(-c2ccc(Cl)cc2)n[nH]1,-3,0,98,-1,-6,-12,-7,1,-2.7,-58
CC(=O)Nc1c2c(nn1-c1cccc(Cl)c1)CS(=O)(=O)C2,3,2,95,-5,-2,8,-1,-1,-0.5,-26
C=CC[C@H](CC(=O)N(CCO)Cc1ccccc1)C(=O)N[C@H](COC(=O)[C@H](CC=C)CC(=O)OC(C)(C)C)Cc1c[nH]c2ccccc12,-3,-4,94,8,-5,12,-2,-3,-0.9,-2
Cn1ccnc1SCC(=O)Nc1cccc(C(F)(F)F)c1,2,-6,100,21,-13,-2,6,1,2.4,-26
CC(NC(=O)CSc1nc2ccccc2n1CCC#N)c1ccc(F)cc1 (stereo not given),4,1,91,6,-3,9,0,0,-1.4,-10
Cc1cccc(C2NC(=O)c3ccccc3N2)c1 (stereo not given),4,2,91,-9,-13,-3,-1,8,-1.1,-70
CCOC(=O)Cn1nc2sc3ccccc3n2c(=O)c1=O,5,-4,103,16,-9,5,3,0,3.3,-34
C[C@]12C=CC(=O)C=C1CC[C@@H]1[C@@H]2[C@@H](O)C[C@@]2(C)[C@H]1CC[C@]2(O)C(=O)COC(=O)CCC(=O)NCCc1ccc(O)cc1,8,0,101,5,-5,3,0,2,-1.3,-14
Cc1cc(=O)n2c(sc3ccccc32)c1C#N,4,0,94,-2,4,13,-1,0,-1.4,-1
CCN1C=CC2=C(C#N)C(N)C(C#N)(C#N)C(c3ccccc3C(F)(F)F)C2C1 (stereo not given),0,-3,96,13,-2,5,-5,1,-2.1,-13
Cc1nn(Cc2ccc(Cl)cc2Cl)c(C)c1NC(=O)c1ccc(COc2cc(Cl)ccc2Cl)o1,-8,-4,82,2,-12,-2,3,-7,-2.9,-6
COCCCNC(=O)Cn1c(=O)n(Cc2ccc(C(=O)NCCc3ccc(OC)c(OC)c3)cc2)c(=O)c2ccccc21,-10,-4,94,-3,-10,0,-3,-1,-1.5,7
CNC(=O)c1sc(NCc2ccccc2OC)nc1C,-5,1,95,4,-10,0,-9,5,0.5,7
O=C(CCS(=O)(=O)c1cccc2nonc12)Nc1cccc2c1CCCC2,10,0,94,-1,-4,-3,5,0,-0.9,-9
C[C@@H]1CCCCO[C@@H](CN(C)CC2CC2)[C@@H](C)CN([C@H](C)CO)C(=O)c2cc(N(C)C)ccc2O1,-19,2,98,1,1,12,0,0,-0.4,/
C=CCN(C(=O)CCC(=O)Nc1cc(C)on1)C(C(=O)NC1CCCC1)c1ccc(OC)c(OC)c1 (stereo not given),-10,-6,102,5,4,2,-9,1,-1.1,-4
O=C(Nc1cnn(C23CC4CC(CC(C4)C2)C3)c1)c1cnn2cccnc12,-8,-2,97,-10,0,-12,-3,-11,-1.9,-53
CCc1ccccc1NC(=O)NCc1cccnc1,-3,2,95,-6,-17,3,7,2,-1.6,-5
CCCCn1c(N)c(N(CC(C)C)C(=O)c2cc(Cl)nc3ccccc23)c(=O)[nH]c1=O,8,-3,104,-3,3,4,8,0,-1.0,-15
O=C(CN1CCN(Cc2ccc(Cl)cc2)CC1)N/N=C/c1cccc(F)c1,/,0,103,2,-8,-3,3,-1,-2.2,8
COc1ccccc1CNC(=O)C[C@@H]1C[C@H]2c3cc(NC(=O)c4ccc5c(c4)OCO5)ccc3O[C@H]2[C@@H](CO)O1,-6,1,103,6,-2,8,6,1,-1.2,-11
CCc1ccc(S(=O)(=O)Nc2cc3c(cc2N2CCCCC2)n(C)c(=O)c(=O)n3C)cc1,-9,-5,101,5,-1,4,0,3,-2.8,-11

# Results in MC4R antag cAMP, TLR9-MyD88 inh and NOD2-RIPK2 inh (five entries from above):
SMILES,MC4R antag cAMP,TLR9-MyD88 inh,NOD2-RIPK2 inh
C=CCN(C(=O)CCC(=O)Nc1cc(C)on1)C(C(=O)NC1CCCC1)c1ccc(OC)c(OC)c1 (stereo not given),5,-10,4
Cc1nn(-c2ccccc2)c(C)c1C(=O)OC(C)C(=O)Nc1ccc(C(N)=O)cc1 (stereo not given),2,-1,-4
CCOC(=O)c1c(C)c(C(=O)NCCN2CCOCC2)c(C)n1C,1,0,0
COCCn1c(N)c(Sc2ccc(C)cc2)c(=O)[nH]c1=O,13,6,-3
CC(NC(=O)CSc1nc2ccccc2n1CCC#N)c1ccc(F)cc1 (stereo not given),6,4,-3

# Later entries
SMILES,TLR9-MyD88 inh,m5-HT2A agonist,ABCB6 inh 2,MC4R antag cAMP,NOD2-RIPK2 inh,Cardio protect,ABHD5-PLIN5 inh,Glyco luc inh,MC4R barr agon,NCOA2 inhibitor
NNC(=O)c1nn(-c2ccc(Cl)cc2)cc1O,-7,0,104,3,2,8,-1,1,-1.0,12
CCCCNC(=O)C1CC(=O)N(CCc2ccccc2)C1 (stereo not given),7,-2,88,1,-4,-1,2,4,-0.9,-31
O=C1NC[C@H](c2ccccc2)OC(=O)[C@@H](Cc2ccc(F)cc2)C/C=C\C[C@H]1CC(=O)N(CCO)Cc1ccccc1,-4,-1,91,45*,5,44,-2,-4,-1.1,18
CCc1ccccc1NC(=O)C1=CC(c2ccc(OC)c(OC)c2)=NS(=O)(=O)N1C,5,6,85,8,-11,2,0,-1,0.0,12
CCc1cc(-c2n[nH]c(C)c2Oc2ccc(C(C)C)cc2)c(O)cc1O,7,-2,102,14,4,-20,-14,1,1.1,-5
Cc1c(O)c2cccnc2[nH]c1=O,3,1,91,7,0,10,4,0,-0.1,-3
COc1ccc(NC(=O)CNC(=O)c2nn(-c3ccc(OC)cc3OC)c(=O)c3ccccc23)c(OC)c1,5,3,97,10,-4,2,4,-1,-0.8,-13
COc1ccc(C2/C=C\CN(S(=O)(=O)c3ccc4ccccc4c3)CC(=O)N2Cc2ccc(F)cc2)cc1 (stereo not given),-14,-4,93,6,1,1,-3,0,-0.2,-9
Cc1sc2nc(SCC(=O)NCCCO)n(-c3ccccc3)c(=O)c2c1C,11,0,101,1,-7,9,-2,2,-1.0,-29
Cc1ccc(NC(=O)C(C)Sc2nnc(C3CC3)n2C2CC2)cc1S(=O)(=O)N1CCOCC1 (stereo not given),-12,-5,109,5,-4,-6,-7,0,-0.7,15
CCOC(=O)C1CCN(Cc2ccc(O)c3ncccc23)CC1,7,-3,101,-2,4,18,0,2,-1.8,-21
COc1ccccc1C(=O)N1CCCC1(C#N)c1ccccc1 (stereo not given),-8,5,120,7,6,2,-2,1,-0.4,-1
CC(=O)CSc1nc(C(F)(F)F)cc(=O)n1-c1ccccc1,-5,-2,93,-9,-7,-4,-7,5,-2.2,6
O=C(COC(=O)C1=COCCO1)Nc1ccccc1OC(F)F,4,-6,99,-4,-2,7,2,0,-1.6,17
